# Yeast superoxide = yeast age-related superoxide inhibition as caloric restriction mimetic; S. cerevisiae aged cells, superoxide DHE fluorescence; active compounds read low; superoxide response (% of plate mean), % at 10 µM; 330,000 tested, 0.18% active; AID 2690;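 active means superoxide response under a set limit, about three screen SD below normal, cut at about 65% in these data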;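 further: yeast aged for seven days with compound at 30 °C before DHE staining; 100% = average MFI of all compound-treated wells on the plate with controls excluded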
# RPL19A TOR yeast = yeast TOR pathway RPL19A-GFP modulation. percent response vs DMSO, % at 10 µM. 330,000 tested, 0.3% active. AID 2025. S. cerevisiae RPL19A-GFP strain, flow cytometry, 3 h; active compounds read low;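 active means percent response vs DMSO below 50%; inconclusive means fewer than 70 events counted for the yeast strain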;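 further: median channel GFP fluorescence of the barcoded RPL19A-GFP strain; ratio of sample median GFP to plate DMSO average so 100% = DMSO; lower means less RPL19A-GFP as with rapamycin TOR inhibition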
# AGP1-GFP MLPCN = yeast TOR pathway AGP1-GFP modulation; S. cerevisiae AGP1-GFP multiplex flow cytometry, 3 h; GFP as percent of DMSO wells; GFP response vs DMSO, % at 10 µM; 320,000 tested, 0.02% active;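 active means GFP response relative to DMSO above a set limit, near screen average plus 3 SD, cut at about 150% in these data; inconclusive means fewer than 70 cells counted for the yeast strain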;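 further: median GFP channel fluorescence of the gated AGP1 strain per well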
# CIT2-GFP yeast = modulators of TOR pathway CIT2-GFP in S. cerevisiae; S. cerevisiae CIT2-GFP strain, flow cytometry, 3 h; 100 means same as DMSO wells; GFP response vs DMSO, % at 10 µM; 320,000 tested, 0.065% active; AID 2029;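 active means GFP response relative to DMSO above a set limit, near the screen mean plus 3 SD, cut at about 150% in these data; inconclusive means Fewer than 70 cells measured for a yeast strain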;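 further: ratio of well median GFP fluorescence to mean of DMSO wells on the plate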
# AHR activator = activators of human aryl hydrocarbon receptor; P35869; activation, % at 5 µM; AHR-responsive luciferase reporter cells, luminescence; 320,000 tested, 2.5% active; in the data active means activation above about 47%;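 further: 0% = vehicle wells and 100% = reference agonist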
# Target sequence (P35869 whole entry, looked up): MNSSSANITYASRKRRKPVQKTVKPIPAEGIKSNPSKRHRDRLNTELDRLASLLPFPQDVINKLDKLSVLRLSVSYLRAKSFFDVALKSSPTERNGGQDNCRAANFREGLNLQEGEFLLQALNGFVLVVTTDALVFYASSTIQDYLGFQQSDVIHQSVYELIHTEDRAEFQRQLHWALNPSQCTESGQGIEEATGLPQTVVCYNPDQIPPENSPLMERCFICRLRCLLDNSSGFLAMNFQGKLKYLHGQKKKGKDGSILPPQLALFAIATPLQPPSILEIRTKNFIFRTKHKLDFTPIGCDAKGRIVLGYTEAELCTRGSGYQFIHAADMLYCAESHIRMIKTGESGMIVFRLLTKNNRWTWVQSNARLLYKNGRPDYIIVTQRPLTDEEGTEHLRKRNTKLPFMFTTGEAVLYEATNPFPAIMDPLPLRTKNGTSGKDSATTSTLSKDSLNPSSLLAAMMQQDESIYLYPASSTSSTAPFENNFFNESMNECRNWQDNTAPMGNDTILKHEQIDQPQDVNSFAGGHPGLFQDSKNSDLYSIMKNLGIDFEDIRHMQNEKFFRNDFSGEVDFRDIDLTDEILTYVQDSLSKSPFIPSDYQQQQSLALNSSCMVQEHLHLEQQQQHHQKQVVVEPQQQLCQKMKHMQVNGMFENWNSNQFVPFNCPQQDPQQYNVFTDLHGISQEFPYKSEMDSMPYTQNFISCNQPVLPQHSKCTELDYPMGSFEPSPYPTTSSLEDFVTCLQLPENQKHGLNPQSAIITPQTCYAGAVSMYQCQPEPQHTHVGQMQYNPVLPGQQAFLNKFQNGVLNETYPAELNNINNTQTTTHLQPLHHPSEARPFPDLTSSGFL
# LAP4-GFP MLPCN = alters LAP4-GFP fluorescence in TOR pathway yeast screen. S. cerevisiae LAP4-GFP multiplex, flow cytometry GFP, 3 h; median GFP as percent of DMSO wells. 320,000 tested, 0.34% active. AID 2023. GFP response vs DMSO, % at 10 µM;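 active means GFP response vs DMSO above a set limit, about the screen mean plus 3 SD, cut at about 150% in these data; inconclusive means under 70 cell events counted for the yeast strain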
# MEP2 TOR yeast = yeast TOR pathway MEP2-GFP modulation; S. cerevisiae MEP2-GFP strain, flow cytometry GFP, 3 h; 100% = DMSO control level; GFP response vs DMSO, % at 10 µM; 330,000 tested, 0.51% active;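 active means GFP response versus DMSO above a set limit, roughly screen mean plus 3 SD, cut at about 180% in these data; inconclusive means fewer than 70 cells counted for a yeast strain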;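 further: median GFP fluorescence of the barcode-gated MEP2-GFP cells per well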
# Efflux pump mplx = antifungal efflux pump inhibition, Nile Red retention; AID 485275; inhibition, % at 10 µM; S. cerevisiae Candida pump triplex; 330,000 tested, 0.44% active;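 active means plate passing quality check with inhibition over a set limit, or well fluorescence over plate mean plus 4 SD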;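 further: Nile Red retained in pooled yeast measured as flow cytometry median fluorescence; 0% = buffer negative control and 100% = Enniatin B positive control; higher means more Nile Red kept so more efflux inhibition; some compounds called inactive have numbers as strong as hits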
# Starred values were filed as active, the others as inactive; ? = inconclusive; . = not tested or not shown.
SMILES,Yeast superoxide,RPL19A TOR yeast,AGP1-GFP MLPCN,CIT2-GFP yeast,AHR activator,LAP4-GFP MLPCN,MEP2 TOR yeast,Efflux pump mplx
CCCC(=O)Nc1cc(-c2nc3ncccc3o2)ccc1C,96,92,97,104,17,99,114,0.1
COc1ccc(NC(=O)CC(c2ccccc2)c2ccco2)cc1 (stereo not drawn),93,100,94,89,3,103,97,-0.1
CCOc1ccccc1C(=O)Nc1ccc2nc3n(c(=O)c2c1)CCCCC3,112,98,89,93,13,106,98,-0.1
O=C(/C=C/c1ccc(OCCCF)cc1)Nc1ccnc(-c2ccncc2)n1,92,106,94,87,7,101,110,0.1
Cc1ccc(S(=O)(=O)N2CCOCC2)cc1NC(=O)CSc1nc2ccccc2c(=O)n1Cc1ccccc1,109,97,93,96,4,90,90,0.2
Cc1oc(-c2cccc(Cl)c2)[n+]([O-])c1C,88,?,?,?,0,?,?,-0.1
CC(C)Oc1ccccc1C1CC(=O)Nc2cc3c(cc21)OCO3 (stereo not drawn),100,92,104,80,17,92,95,0.1
CCC(C(=O)NC1CCCC1)N(C(=O)Cn1nnc(-c2ccc(C)o2)n1)c1ccc(OC)c(OC)c1 (stereo not drawn),96,105,100,107,3,91,102,-0.1
CC(C)NC(=O)N1CCC(n2nccc2NC(=O)CCOc2ccccc2)CC1,98,95,94,94,0,80,81,0.0
O=C(CCCCCn1c(=S)[nH]c2ccccc2c1=O)N1CCOCC1,94,97,99,92,2,100,107,0.2
CC(C)CCNC(=O)CCSCCC(=O)NCCC(C)C,107,103,103,105,13,95,93,8.9*
CCn1c(SCC(=O)NCc2ccco2)nnc1-c1ccc(N)cc1,108,102,103,103,2,95,97,0.1
O=C(c1cc(-c2ccncc2)nc2ccccc12)N1CCN(c2ccccn2)CC1,105,101,102,98,1,104,105,-0.1
CCC(=O)N1CCc2cc(S(=O)(=O)CCC(=O)N(C)c3ccc(OC)cc3)ccc21,90,99,104,102,3,101,100,-0.2
CC1CCN(C(=O)c2[nH]cnc2C(=O)Nc2cccc(Cl)c2)CC1,103,91,92,90,34,95,86,-0.1
COC(=O)/C=c1\sc2ncnn2c1=O,95,99,102,111,1,124,108,-0.2
CC(C)c1ccc(S(=O)(=O)N2CCN(C(=O)n3ccnc3)CC2)cc1,115,98,98,95,-1,99,107,0.1
COc1ccc(N2CCN(C(=O)CSc3nnc4ncccn34)CC2)cc1,100,109,106,112,1,97,105,-0.4
CCN1CCN(c2ccc(S(=O)(=O)N3CCOCC3)cc2NC(=O)CCOc2ccccc2)CC1,88,110,97,113,0,90,109,1.9
O=C(N/N=C\c1ccccc1F)c1ccc(-c2ccccc2)cc1,100,114,100,103,.,75,110,0.0
O=C(CCc1ccncc1)N1CCCC(Nc2ccc(F)cc2)C1 (stereo not drawn),109,94,111,98,2,100,102,0.1
CN(C)CCCC(C)(O)C(Cc1ccccc1)c1ccccc1 (stereo not drawn),103,94,99,95,-2,94,101,-2.5
O=C1CCCC(=NNC(=O)c2cc3ccccc3cc2O)C1,78,102,102,109,41,102,111,-0.3
Cc1cc(NC(=O)COC(=O)CCS(=O)(=O)c2ccc(C)c(C)c2)no1,81,97,95,103,2,91,95,-0.1
O=C1CC(NS(=O)(=O)c2ccc3ccccc3c2)CN1c1ccccc1 (stereo not drawn),108,95,103,81,1,97,94,-0.1
Cc1cc(COc2ccccc2OCCN2CCN(C)CC2)no1,88,98,97,97,1,100,96,-0.1
CC(C)(C)[C@H]1C=C(C(=O)N2CCOCC2)O[C@@H](OCc2ccc(CO)cc2)C1,94,101,98,122,-2,141,105,-0.1
Cn1cc(Br)c(C(=O)NC2CCCCC2)n1,124,100,103,103,1,100,103,-0.3
CCOc1ccc(C(=O)Nc2ncccc2Cl)cc1,99,99,96,101,8,103,102,0.0
CC(C)CC(=O)Nc1ccc2ccccc2c1,118,95,89,90,0,104,95,0.1
O=C(c1ccccc1)c1c(O)nc(-c2ccccc2)n(-c2ccccc2)c1=O,112,104,85,99,7,87,104,0.2
CCSc1nnc(N2C(=O)CC(c3ccsc3)C3=C2CC(C)(C)CC3=O)s1 (stereo not drawn),105,101,101,102,2,96,106,0.8
CCOC(=O)N1CCN(C(=O)c2oc(=O)c3ccccc3c2-c2ccc(C)cc2)CC1,103,101,106,97,2,103,107,0.1
Cc1[nH]c2ccc(-c3nnc(SCC(=O)c4ccccc4F)o3)cc2c1C,137,96,103,98,17,108,104,0.1
O=C(NNC(=O)c1ccccc1F)c1cccc(Cl)c1,106,100,101,104,3,109,110,-0.1
O=C(CSCc1ccccc1)Nc1ccc(F)cc1F,100,98,100,103,1,106,95,-0.1
CC(Sc1ncc(C(F)(F)F)cc1Cl)C(=O)NCC1CCCO1 (stereo not drawn),104,102,103,96,-3,106,104,0.1
CC(=O)C1=C(c2ccccc2)N(C(C)=O)n2c(C)nnc2S1,124,104,97,99,51*,94,103,0.0
COc1ccc(C)cc1-n1nnnc1SCC(=O)NC1CC1,102,94,95,90,1,90,101,0.0
COc1ccc2cnn(CCOc3cc(C)ccc3C(C)C)c(=O)c2c1OC,77,92,85,91,24,92,96,0.4
COc1ccc(NC(=O)c2ccc3[nH]c(C)c(C)c3c2)cc1,101,101,90,94,.,102,101,-0.2
Cc1cc(C)c2c(c1)/C(=N/Nc1ccc(S(N)(=O)=O)cc1[N+](=O)[O-])CCC2,85,98,103,98,6,103,93,-0.1
CCn1nc(NS(=O)(=O)c2ccccc2)c2cc3ccc(C)cc3nc21,91,109,123,115,13,117,111,0.4
CC(C)(C)C(=O)C(Cl)C(=O)Nc1ccccc1 (stereo not drawn),129,69,116,119,6,285*,105,0.1
COc1ccc(CC(=O)OCC(=O)Nc2cccnc2Cl)cc1OC,92,100,101,109,1,102,102,0.0
COc1cccc(-n2nnnc2SCC(=O)Nc2nc3c(s2)CCCC3)c1,106,92,97,102,8,92,90,-0.1
O=C(NCc1ccco1)C1CCN(S(=O)(=O)Cc2ccccc2)CC1,74,105,103,.,-1,105,101,0.1
COC(=O)c1cc(N2C(=O)C3C4C=CC(CC4)C3C2=O)ccc1Cl (stereo not drawn),130,92,86,94,2,90,89,0.1
CCN(c1ccc(OC)cc1)S(=O)(=O)c1cc(-c2cc(C)no2)ccc1OC,63*,97,95,96,4,91,98,0.1
O=C(c1cc(C2CC2)on1)N1CCN(C(c2ccccc2)c2ccccc2)CC1,97,99,103,97,1,105,100,0.1
# More records:
SMILES,Yeast superoxide,RPL19A TOR yeast,AGP1-GFP MLPCN,CIT2-GFP yeast,AHR activator,LAP4-GFP MLPCN,MEP2 TOR yeast,Efflux pump mplx
COc1ccc(-c2cc(C(F)(F)F)c3c(=O)n(-c4ccccc4)[nH]c3n2)cc1,106,91,78,85,1,83,81,-0.2
O=C(C=C1SCCS1)/C=C/c1ccco1,91,100,103,101,0,107,98,0.0
CC(=O)Nc1cccc(OCCCNS(=O)(=O)c2ccc(F)cc2)c1,95,96,102,94,1,104,98,0.1
COc1cc2c(cc1OC)C(c1cc3cc(C)ccc3[nH]c1=O)N(C(=O)c1ccco1)CC2 (stereo not drawn),95,97,108,105,1,105,104,0.1
COc1cccc(-c2c(NC(C)=O)n(C)c3ccccc3c2=O)c1,80,99,101,100,3,98,99,-0.2
CCOC(=O)C(=N/O)/C(C)=N/NC(=O)C(=O)Nc1cc(Cl)ccc1Cl,92,100,105,105,40,105,101,0.0
C/C=C(\NC(C)=O)c1ccccc1,109,95,103,98,-2,104,96,-0.1
Cc1ccc(Cc2cnc(N3C(=N)SC(C)C3=O)s2)cc1 (stereo not drawn),103,97,103,103,3,109,102,-0.2
Cc1ccc2c(c1)-n1c(nc3cc(F)ccc3c1=O)C(Cc1ccccc1)NC2=O (stereo not drawn),105,102,99,96,.,100,86,-0.4
CCSc1ccc2c(c1)N(CCCN1CCN(C)CC1)c1ccccc1S2,104,100,87,81,5,128,95,0.1
Cc1ccc(NC(=O)C(C)Sc2nnc(-c3cccnc3)o2)cc1 (stereo not drawn),100,102,104,105,-2,100,106,0.1
CCC(c1nnnn1CCC(C)C)N1CCC(C(N)=O)CC1 (stereo not drawn),111,102,89,84,10,93,87,0.0
CN(Cc1cccc(F)c1)C(=O)c1cc(S(=O)(=O)N2CCOCC2)ccc1N1CCCC1,91,96,97,93,1,100,99,0.1
COCC1CCCCN1C(=O)c1ccc(OC)c(OC2CCN(C(C)C)CC2)c1 (stereo not drawn),86,100,103,98,1,99,98,-0.1
O=C(CS(=O)(=O)Cc1ccccc1)Nc1ccc(Br)cc1F,111,99,97,89,-1,117,112,0.4
CC(=O)N1CCN(c2ccccc2NC(=O)c2cccc3c(Cl)cccc23)CC1,96,97,93,102,.,93,102,0.2
Cc1ccccc1C(=O)Nc1ccc(Br)c(C)n1,87,91,.,90,88*,84,94,0.0
COc1ccccc1C(OC(=O)c1ccco1)C(=O)NC(C)(C)C (stereo not drawn),103,94,94,91,1,97,96,0.0
COc1cc(S(=O)(=O)NCCN2CCOCC2)c(OC)cc1Cl,100,106,103,.,0,94,105,-0.1
CC(=O)c1ccc(OCC(=O)N2CCN(S(=O)(=O)c3ccc(C)cc3C)CC2)cc1,97,99,103,105,-1,111,107,-0.5
Cc1cccc2sc(N(CCCN(C)C)C(=O)COc3ccc(Cl)cc3)nc12,82,98,96,104,-6,108,98,-0.1
Cc1nn(-c2ccc(F)cc2)c(Cl)c1/C=C(\CC(=O)O)c1nc2ccccc2s1,139,99,87,104,3,99,105,0.4
Cc1ccc(C(=O)NCCNC(=O)c2ccc(F)cc2)cn1,97,103,106,99,0,99,106,-0.1
O=C(Cn1nc(-c2ccccc2)c2ccccc2c1=O)Nc1ccccn1,102,94,87,83,7,138,92,0.6
O=c1c2cnn(-c3ccccc3)c2nc(-c2cccs2)n1-c1cccc(Cl)c1,103,100,101,97,41,91,100,-0.1
Cc1cccc(NS(=O)(=O)c2ccc(-c3ccc(=O)[nH]n3)o2)c1,84,106,109,117,5,110,105,0.0
O=C(O)C1CCCN1C(=O)Nc1ccc(F)cc1 (stereo not drawn),104,86,86,85,-1,85,95,0.2
Cc1sc2c3ccsc3ccc2[n+]1C,101,109,123,87,-4,110,107,-0.1
O=C(C(NS(=O)(=O)c1cccc2nsnc12)c1ccccc1)N1CCN(c2ccccn2)CC1 (stereo not drawn),98,100,105,103,15,95,103,-0.1
Cc1cc(C(=O)NC(C)CCc2ccccc2)ccc1[N+](=O)[O-] (stereo not drawn),96,91,85,89,1,83,97,0.8
CC(=O)c1nnn(-c2c(F)cccc2F)c1C,93,96,107,94,-1,116,96,0.0
O=C1NC(c2ccncc2)C(C(=O)c2cccs2)C(O)(C(F)(F)F)N1 (stereo not drawn),92,101,101,100,-2,99,103,-0.1
CCOC(=O)C1(Cc2cccc(OC)c2)CCN(Cc2cccc(O)c2)CC1,121,97,93,96,5,96,92,-0.2
O=C(NCc1ccccn1)C1CCC(=O)N(Cc2ccc(Cl)cc2)C1 (stereo not drawn),99,94,95,101,3,94,112,0.1
CCOC(=O)NN1C(=O)c2ccccc2NC1c1cccnc1 (stereo not drawn),93,85,101,93,-2,105,90,-0.1

# Looked up above.
# `O=C(O)C1CCCN1C(=O)Nc1ccc(F)cc1` (stereo not drawn) @ AHR activator = -1
# `CCOC(=O)C(=N/O)/C(C)=N/NC(=O)C(=O)Nc1cc(Cl)ccc1Cl` @ AGP1-GFP MLPCN = 105

# Screens from PubChem BioAssay.
